From PubChem BioAssay
M17LAP inhibition: P. falciparum M17LAP inhibitors, primary screen, biochemical, fluorogenic H-Leu-NHMec substrate, 1536-well (AID 1619); 220,000 compounds, 0.38% hits; inhibition, % at 30 µM, or IC50 in µM where a hit was titrated; recombinant M17LAP, H-Leu-NHMec fluorogenic kinetic assay; higher % means a stronger effect;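 active = compound inhibiting the enzyme by more than half at any dose during confirmatory dose-response retesting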;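 note: plate controls were full reaction with DMSO carrier for no effect and no enzyme background for full effect; strong numbers were not always called active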
West Nile virus CPE: inhibition of WNV-induced cytopathic effect – cell-based, CPE readout (AID 1621); West Nile virus-infected cells, CPE inhibition; higher % means a stronger effect; one-dose CPE inhibition, % at 10 µM; IC50 in µM for titrated hits; 290,000 compounds, 0.02% hits; in the data active = a potency from the dose series; note: strong numbers were not always called active
Yfh1-depleted yeast: enhancers of respiration in Yfh1-depleted yeast, dose response, Friedreich's ataxia, plus single-dose screen (AID 1465) | S. cerevisiae Yfh1-off respiration, WST-1 reduction, 72 h; higher fold induction means a stronger effect | fold induction at 50 µM; hits with a dose series show EC50 in µM | 220,000 compounds, 0.074% hits;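 active = fold induction of absorbance versus untreated yeast above a set limit, then at least 30% activation at any dose in follow-up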;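 note: activators that raise dye reduction in frataxin-depleted yeast; strong numbers were not always called active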
PhoP inhibition: PhoP-dependent GFP reporter repression – Salmonella Typhimurium, primary screen (AID 1863) | inhibition, % at 50 µM; hits with a dose series show IC50 in µM | 300,000 compounds, 0.16% hits | S. Typhimurium PhoP-regulated promoter GFP reporter, 4 h; higher % means a stronger effect;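 active = inhibition over 29.93%, a cutoff 3 SD above the screen mean, later confirmed by dose response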;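 note: 0% = low Mg2+ inducing control and 100% = high Mg2+ repressing control; strong numbers were not always called active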
human PMI inhibitors: human PMI inhibitors, high substrate, primary screen, biochemical, fluorescence intensity, high mannose 6-phosphate (AID 1220). recombinant PMI enzyme, coupled fluorescence intensity; higher % means a stronger effect. inhibition, % at 20 µM, or IC50 in µM where a hit was titrated. 190,000 compounds, 0.66% hits; in the data active = inhibition above about 50%
Siah-1 displacement: blockers of Siah-1 interaction with plectin peptide – biochemical, fluorescence polarization, rhodamine-plectin, uHTS, primary screen (AID 1817); Siah-1 / rhodamine-plectin peptide fluorescence polarization; higher % means a stronger effect; displacement, % at 20 µM; hits with a dose series show IC50 in µM; 290,000 compounds, 0.02% hits;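 active = displacement of at least 50% at 20 µM, with a fluorescence ratio check between 0.3 and a set limit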;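 note: plate controls were Siah plus tracer with DMSO for no effect and tracer alone without Siah for full effect; strong numbers were not always called active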
ER stress rescue: protection against thapsigargin-triggered cell killing – 384-well, CSM14.1, ATP luminescence, primary screen (AID 1222); CSM14.1 thapsigargin-induced death rescue, ATP luminescence; higher % means a stronger effect; cellular ATP content (survival), % at 20 µM; hits with a dose series show EC50 in µM; 190,000 tested, under 10 active;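 active = EC50 below 50 µM in the dose-response confirmation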;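 note: death triggered by thapsigargin at about 15 µM added after 2 h compound pretreatment; cell ATP read after overnight thapsigargin exposure of roughly 18 to 22 hours; normalized against plate controls of thapsigargin alone and 5% DMSO vehicle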
XIAP displacement: small molecules displacing peptide from XIAP – biochemical, IAP family, fluorescence polarization (AID 1018). XIAP BIR domain, fluorescence polarization peptide displacement; higher % means a stronger effect. displacement, % at 20 µM, or IC50 in µM where a hit was titrated. 200,000 compounds, 0.007% hits; in the data active = displacement above about 50%; note: a part of the inactive calls stands beside numbers as strong as those of hits
M1AAP inhibition: P. falciparum M1AAP inhibitors, biochemical, fluorogenic H-Leu-NHMec substrate, 1536-well (AID 1445); recombinant M1AAP, H-Leu-NHMec fluorogenic kinetic assay; higher % means a stronger effect; one-dose inhibition, % at 30 µM; IC50 in µM for titrated hits; 220,000 compounds, 0.42% hits;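 active = primary inhibition above the hit cutoff, then over 50% inhibition at one or more dose response concentrations, cut at about 23% in these data, passing the limit was not always enough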;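 note: plate controls were DMSO full reaction for no effect and no enzyme background for full effect; strong numbers were not always called active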
The depositor's hits bear a star; i = inactive; / = no result given; & = joins results of further samples.

SMILES	M17LAP inhibition	West Nile virus CPE	Yfh1-depleted yeast	PhoP inhibition	human PMI inhibitors	Siah-1 displacement	ER stress rescue	XIAP displacement	M1AAP inhibition
CC(=O)Nc1sc(N/N=C\c2ccccc2F)nc1-c1cccs1	0%	-0.3%	i	10%	1%	6%	-0.5%	-4.1%	5%
O=C(Nc1ccc(Cl)cc1Cl)C1=Cc2ccccc2OC1	-2%	0.3%	i	-16%	2%	0%	-0.8%	-4.5%	1%
Cc1ccc(N2NC(C)(c3cccs3)NC2=S)cc1 (stereo unspecified)	-1%	-0.2%	i	1%	-172%	3%	2.4%	-7.7%	7%
CCS(=O)(=O)c1ccc2c(c1)NC(=O)C(CCCl)O2 (stereo unspecified)	3%	0.4%	i	6%	-10%	-4%	1.0%	-2.9%	-3%
Cc1cc(C)nc(NC(=O)/C=C/c2ccccc2Cl)n1	0%	0.0%	i	2%	22%	-6%	-1.9%	-1.0%	-1%
N#CCSc1ccc(-c2nc3ccccc3[nH]2)cn1	-3%	-0.3%	i	-1%	12%	3%	-2.2%	-4.6%	3%
Cc1cc(NCCCn2ccnc2)n2ncc(-c3ccc(Cl)cc3)c2n1	1%	2.6%	i	6%	9%	3%	-3.2%	-2.8%	1%
COc1ccc(NC(=S)N(CCCN2CCC(C)CC2)Cc2cccs2)cc1Cl	4%	-1.6%	i	-2%	-6%	-6%	-1.3%	-3.8%	-7%
O=C(c1ccc(C#Cc2ccccc2)o1)N1CCN(c2ccccn2)CC1	1%	-0.3%	i	8%	11%	1%	0.7%	-9.0%	2%
CN(C)CCC(c1ccc(Cl)cc1)c1ccccn1 (stereo unspecified)	3%&-6%	-0.7%&0.1%	i	0%&4%&-7%&2%	-8%&-6%	5%&4%	-1.0%&-2.0%	-1.9%&-4.7%	0%&-1%
NNC(=O)c1cc2cc3ccccc3nc2s1	-7%	0.5%	i	-6%	-58%	2%	/	-3.5%	5%
CCCc1cc(N2CCCC(C(=O)Nc3c(OC)cccc3OC)C2)n2ncnc2n1 (stereo unspecified)	12%	-0.4%	i	4%	0%	-1%	-2.0%	-4.8%	9%
COC(=O)c1ccc(CSc2nccn2C)cc1	-2%	1.1%	i	2%	-31%	6%	-3.2%	-4.7%	3%
CC1Cc2ccccc2N1C(=O)CSc1nnnn1-c1ccc2c(c1)OCCO2 (stereo unspecified)	5%	-0.9%	i	4%	4%	-5%	-0.1%	-6.0%	1%
C/C(=N/NC(=O)c1ccoc1C)c1ccc(N2CCOCC2)cc1	9%	-0.2%	i	4%	13%	-5%	0.7%	-8.0%	5%
COc1ccc(NC(=O)CN(c2cccc(C(F)(F)F)c2)S(C)(=O)=O)cc1OC	-9%	-0.8%	i	-1%	11%	-3%	-2.8%	-7.0%	6%
O=C(Nc1ccccc1N1CCCCC1)c1ncoc1-c1ccc(F)cc1	-11%	-0.1%	i	10%	16%	4%	-2.5%	-3.1%	1%
O=C(CN1C(=O)NC2(CCCC2)C1=O)OCc1cc(=O)n2cc(Br)ccc2n1	-1%	0.2%	i	-9%	/	55%	/	/	7%
Cc1cccc(CN(CC(=O)N/N=C/c2ccco2)S(=O)(=O)c2ccc(Cl)cc2)c1	21%	-0.5%	i	3%	1%	-5%	-0.5%	-5.1%	3%
CCOC(=O)C1CCCN(CCC(=O)Nc2ccc3c(c2)CCC3)C1 (stereo unspecified)	11%	-0.3%	i	-3%	8%	-3%	-0.4%	-0.5%	-9%
COc1ccc(N(CC(=O)Nc2ccccc2C(=O)NCc2ccco2)S(C)(=O)=O)cc1	-4%	0.2%	i	-7%	-2%	2%	-1.2%	-0.6%	4%
C=CCSC1=N/C(=C\c2cc(OC)c3c(c2)OCO3)C(=O)S1	3%	0.3%	i	-8%	0%	12%	3.5%	-7.4%	11%
C[C@]12CC(O)C3C(CCC4=CC(=O)CC[C@@]43C)C1CCC2c1csc(-c2ccccc2)n1 (stereo partly specified)	-13%	0.0%	i	-5%	/	-4%	/	/	3%
COc1ccc(C2=NN(c3nc(C(=O)O)cs3)C(O)(C(F)(F)F)C2)c(OC)c1 (stereo unspecified)	27%	-0.2%	i	-10%	6%	-4%	-0.4%	-6.4%	16%
O=C(Nc1nc(-c2ccc(Br)cc2)cs1)c1cccnc1	1%	-0.3%	i	-1%	-13%	5%	1.2%	-7.5%	7%
O=C1N(CN2C(=O)C3(OCCO3)c3ccccc32)c2ccccc2C12OCCO2	0%	0.1%	i	-5%	0%	0%	-1.7%	-2.8%	-2%
CN1C[C@@H]2C(c3ccc(Cl)nc3)C3(c4ccccc4)CC2(C3)[C@H]1c1ccccc1 (stereo partly specified)	-4%	-0.5%	i	-7%	/	0%	/	/	4%
CN1CC(=O)N(CC(=O)Nc2cccc(S(=O)(=O)N3CCOCC3)c2)C1=O	-3%	0.5%	i	-5%	-15%	-10%	0.7%	1.2%	3%
O=S(=O)(c1ccccc1)N1CCC(N2CCCCCC2)CC1	7%	-0.5%	i	-1%	-11%	9%	9.6%	0.7%	-3%
COCCn1c(N)c(C(=O)NCc2cccs2)c2nc3ccccc3nc21	-9%	0.8%	i	-6%	62%*	3%	-0.9%	-5.7%	15%
CC(=O)N1CCc2cc(Br)cc(S(=O)(=O)NCc3ccccn3)c21	-7%	-0.1%	i	-7%	-5%	-2%	0.0%	-1.3%	7%
COCCNC(=S)Nc1ccccc1Cc1ccccc1	-6%	-0.1%	i	-11%	6%	-12%	-1.6%	7.2%	4%
O=C(Cn1ncn2cccc2c1=O)N1CCCCC1	9%	0.4%	i	1%	0%	14%	-1.2%	-0.8%	0%
CCOC(=O)c1[nH]c(C)c(C(=O)NCCC2=CCCCC2)c1C	0%	-0.3%	i	-11%	6%	-1%	1.6%	-3.4%	12%
N#CC1=C(N)Oc2cc3ccccc3cc2C1c1cccnc1 (stereo unspecified)	0%	0.1%	i	5%	29%	-3%	2.0%	-7.9%	-2%
Cc1nn(CC2CC2)c(=O)n1-c1ccc(Cl)cc1	3%	-0.3%	i	-5%	14%	1%	-0.3%	-9.3%	2%
CC1=C(C(=O)Nc2ccccn2)C(c2ccccc2Cl)NC(=S)N1 (stereo unspecified)	-2%	-0.6%	i	4%	-8%	2%	-2.0%	-7.3%	2%
O=C(c1ccc(NS(=O)(=O)c2cccs2)cc1)N1CCCCC1	9%	0.0%	i	10%	11%	0%	0.0%	1.4%	0%
Cc1ccc(C(=O)NCC2CCCO2)o1 (stereo unspecified)	-2%	-0.9%	i	-3%	0%	0%	-1.8%	-6.7%	10%
O=C(CN1CCN(c2ccccc2)CC1)Nc1ccc(OCc2ccccc2)cc1	-13%	-0.7%	i	-1%	21%	-4%	1.1%	-2.9%	0%
CC(C)(C)C(=O)CSc1ncnc2sc3c(c12)CCC3	12%	-1.5%	i	-5%	-1%	0%	-2.9%	-3.5%	9%
CCC(=O)NC(c1cccs1)c1ccc2cccnc2c1O (stereo unspecified)	5%	2.6%	i	27%	50%	0%	11%	-10%	-18%
COc1ccc2c(C(F)(F)F)cc(=O)oc2c1C	-6%	0.0%	i	11%	-4%	0%	0.9%	-2.5%	-4%
CN(CC(=O)NC(=O)NCc1ccco1)CC(=O)Nc1ccccc1Cl	-14%	1.1%	i	-1%	/	-3%	/	/	6%
COc1ccc(OC)c(CN2CCC(C(=O)N3CCOCC3)CC2)c1	5%	1.0%	i	-4%	2%	8%	1.9%	1.2%	9%
CCOC(=O)C1=C(C)NC2=C(C(=O)c3ccccc32)C1c1cccc2ccccc12 (stereo unspecified)	-5%	0.2%	i	0%	/	1%	/	/	-1%
Cc1ccc(-c2nc3ccccc3n3nnnc23)cc1	-2%	12%	i	-3%	8%	1%	1.3%	0.3%	1%
CC(=O)c1c(C)[nH]c(C(=O)CSc2nnc(-c3ccco3)o2)c1C	-8%	-1.2%	i	14%	10%	37%	-0.6%	0.1%	-1%
CCOCCSc1nc2c(c(-c3cccs3)c1C#N)CC/C2=C/c1cccs1	14%	-0.3%	i	-10%	-1%	-3%	-2.3%	-3.3%	10%
CCN(CCCNC(=O)C1CCC(=O)N1Cc1ccc(F)cc1)c1cccc(C)c1 (stereo unspecified)	-2%	-0.7%	i	13%	13%	0%	-1.9%	-1.4%	4%
COc1ccc(Nc2n[nH]c(N)c2C(N)=O)cc1	-8%	-0.2%	i	4%	1%	10%	1.3%	0.3%	-2%
COC(=O)c1sccc1NC(=O)Cn1cnc2c1c(=O)n(C)c(=O)n2C	4%	0.0%	i	7%	6%	4%	-2.2%	-6.5%	0%
N#Cc1c(NCCO)ccc([N+](=O)[O-])c1NCCO	13%	0.3%	i	-8%	/	11%	/	/	6%
CC1(C)CN(c2ccc(-c3ccnc4ncnn34)cc2)C1=O	-162%	1.3%	i	-1%	-3%	7%	-1.1%	-3.4%	9%
C=CCc1c(C)nc(C)nc1N/N=C/c1ccc([N+](=O)[O-])cc1	45%	0.1%	i	15%	-15%	-1%	-1.1%	-7.0%	9%
CCN(CC)c1ccc(C(=O)OCC(=O)Nc2cccc(S(=O)(=O)NC3=NCCCCC3)c2)cc1	11%	-1.1%	i	-13%	-6%	2%	-0.6%	-2.9%	8%
CCNS(=O)(=O)c1ccc(NC(=O)c2c(-c3ccccc3)noc2C)cc1	-5%	1.0%	i	-4%	6%	-7%	-0.5%	0.5%	8%
O=C(O)c1cccc(N/C(=N\S(=O)(=O)c2ccccc2)c2ccccc2)c1	-8%	0.7%	i	4%	-14%	6%	0.0%	-3.9%	4%
Cc1cc(C)cc(NC(=O)COC(=O)c2cc(=O)[nH]c(=O)[nH]2)c1	0%	0.7%	i	2%	0%	10%	-0.9%	-0.5%	0%
Cc1ccc(S(=O)(=O)N(CC(=O)N/N=C/c2ccco2)Cc2ccccc2)cc1	3%	0.5%	i	-10%	17%	6%	-2.2%	-5.1%	17%
CCOC(=O)c1cnc(SCCc2ccccc2)nc1N	0%	0.6%	i	3%	13%	2%	-0.9%	-4.1%	2%
Cc1ccc(/C=N/n2c(COc3ccccc3)n[nH]c2=S)s1	-37%	-0.2%	i	-12%	2%	-5%	0.9%	-9.6%	3%

4 records drawn at random from the list so far, as already listed:
SMILES	M17LAP inhibition	West Nile virus CPE	Yfh1-depleted yeast	PhoP inhibition	human PMI inhibitors	Siah-1 displacement	ER stress rescue	XIAP displacement	M1AAP inhibition
O=C(c1ccc(C#Cc2ccccc2)o1)N1CCN(c2ccccn2)CC1	1%	-0.3%	i	8%	11%	1%	0.7%	-9.0%	2%
O=S(=O)(c1ccccc1)N1CCC(N2CCCCCC2)CC1	7%	-0.5%	i	-1%	-11%	9%	9.6%	0.7%	-3%
CCN(CC)c1ccc(C(=O)OCC(=O)Nc2cccc(S(=O)(=O)NC3=NCCCCC3)c2)cc1	11%	-1.1%	i	-13%	-6%	2%	-0.6%	-2.9%	8%
COc1ccc(NC(=S)N(CCCN2CCC(C)CC2)Cc2cccs2)cc1Cl	4%	-1.6%	i	-2%	-6%	-6%	-1.3%	-3.8%	-7%
